Screening data from PubChem BioAssay.
MEP2-GFP yeast: yeast TOR pathway MEP2-GFP modulation; S. cerevisiae MEP2-GFP strain, flow cytometry GFP, 3 h; 100% = DMSO control level; 330,000 compounds, 0.51% hits; GFP response vs DMSO, % at 10 µM;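 active means GFP response versus DMSO above a set limit, roughly screen mean plus 3 SD, cut at about 180% in these data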;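 further: median GFP fluorescence of the barcode-gated MEP2-GFP cells per well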
AHR activator: activates the human aryl hydrocarbon receptor; P35869; AHR-responsive luciferase reporter cells, luminescence; activation, % at 5 µM; 320,000 compounds, 2.5% hits; AID 2796; in the data active means activation above about 47%;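 further: 0% = vehicle wells and 100% = reference agonist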
JMJD2C inh: blocks human GASC-1 demethylase activity. GST-JMJD2C(1-420) H3K9me3 demethylation, DELFIA europium. inhibition, % at 2.35 µM. 330,000 compounds, 0.069% hits;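 active means more than half of a compound's replicate wells show inhibition beyond 50%, single wells judged on their own value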;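 further: signal counts dimethyl H3K9 product captured on neutravidin plate; 0% = median of DMSO wells and 100% = 0.3 times that DMSO median; strong numbers were not always called active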
Target sequence (Q9H3R0 1-420 limits assumed): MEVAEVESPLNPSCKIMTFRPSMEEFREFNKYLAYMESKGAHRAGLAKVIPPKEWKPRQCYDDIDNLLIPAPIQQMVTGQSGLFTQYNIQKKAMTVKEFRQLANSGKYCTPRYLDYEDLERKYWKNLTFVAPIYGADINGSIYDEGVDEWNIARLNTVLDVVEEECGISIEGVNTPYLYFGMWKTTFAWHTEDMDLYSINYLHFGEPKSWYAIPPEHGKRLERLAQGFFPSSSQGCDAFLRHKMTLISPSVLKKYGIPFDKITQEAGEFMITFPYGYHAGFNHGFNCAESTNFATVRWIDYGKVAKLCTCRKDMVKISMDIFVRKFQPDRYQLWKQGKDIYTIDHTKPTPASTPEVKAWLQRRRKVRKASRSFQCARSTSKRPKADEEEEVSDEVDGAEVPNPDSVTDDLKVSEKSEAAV
proCasp3 act: activates human procaspase-3. AID 463141. activation, % at 8.5 µM. recombinant procaspase-3 D3A, Ac-DEVD-pNA absorbance 405 nm. 330,000 compounds, 0.11% hits;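 active means activation above the mean of all tested compounds plus 3 SD, cut at about 21% in these data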;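 further: 0% = DMSO alone and 100% = DMSO wells spiked with extra 5 µM PC-3 D3A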
Target sequence (P42574 whole entry D9A/D28A/D175A): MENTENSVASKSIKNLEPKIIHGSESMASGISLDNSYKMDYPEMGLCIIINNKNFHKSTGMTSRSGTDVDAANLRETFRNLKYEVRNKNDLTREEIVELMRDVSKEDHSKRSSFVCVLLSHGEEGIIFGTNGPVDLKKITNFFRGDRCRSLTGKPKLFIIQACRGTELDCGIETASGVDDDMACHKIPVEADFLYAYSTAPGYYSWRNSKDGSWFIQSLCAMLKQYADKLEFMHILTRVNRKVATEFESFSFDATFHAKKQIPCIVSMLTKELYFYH
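material = Procaspase-3 D3A mutant | probe or stimulus = Ac-DEVD-pNA | compound = single dose, 8.5 µM nominal compound, 0.8% DMSO | timing = 1 h preincubation, 2 h reaction | measured by = 405 nm absorbance of p-nitroaniline, reads at 0 and 120 min | benchmarks = DMSO-only low control, 5 µM PC-3 D3A high control | repeats = singlicate, each compound tested once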
proCasp7 act: counter-screen for procaspase-3 activators: activators of human procaspase-7; recombinant procaspase-7, Ac-DEVD-pNA absorbance 405 nm; D23A/D198A/D206A triple mutant, cannot self-cleave; scale: DMSO 0, 5 µM enzyme 100; activation, % at 8.5 µM; 330,000 compounds, 0.093% hits; AID 463210;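 active means percent activation above the screen-wide mean plus 3 SD, cut at about 25% in these data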
Target sequence (P55210 whole entry D23A/D198A/D206A): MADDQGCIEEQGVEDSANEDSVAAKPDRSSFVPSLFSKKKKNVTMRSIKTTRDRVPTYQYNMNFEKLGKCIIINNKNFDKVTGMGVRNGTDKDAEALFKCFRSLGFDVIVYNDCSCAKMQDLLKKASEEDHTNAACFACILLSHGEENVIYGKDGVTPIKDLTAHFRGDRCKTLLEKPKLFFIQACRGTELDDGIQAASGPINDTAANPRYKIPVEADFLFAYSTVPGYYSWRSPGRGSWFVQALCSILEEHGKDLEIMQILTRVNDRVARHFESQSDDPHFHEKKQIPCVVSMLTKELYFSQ
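System: Procaspase-7 triple mutant (PC-7 D3A); measure: % activation from two-timepoint absorbance difference, scaled to controls; times: 1 h compound preincubation, 2 h substrate cleavage, 25 °C; also added: Ac-DEVD-pNA substrate, 400 µM as added; measured by: Epi-absorbance of released pNA at 405 nm, two timepoints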
CR mimetic SO: yeast age-related superoxide inhibition as caloric restriction mimetic | superoxide response (% of plate mean), % at 10 µM | AID 2690 | 330,000 compounds, 0.18% hits | S. cerevisiae aged cells, superoxide DHE fluorescence; active compounds read low;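 active means superoxide response under a set limit, about three screen SD below normal, cut at about 65% in these data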;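 further: yeast aged for seven days with compound at 30 °C before DHE staining; 100% = average MFI of all compound-treated wells on the plate with controls excluded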
RPL19A-GFP yeast: yeast TOR pathway RPL19A-GFP modulation; 330,000 compounds, 0.3% hits; percent response vs DMSO, % at 10 µM; S. cerevisiae RPL19A-GFP strain, flow cytometry, 3 h; active compounds read low; AID 2025;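 active means percent response vs DMSO below 50%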;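 further: median channel GFP fluorescence of the barcoded RPL19A-GFP strain; ratio of sample median GFP to plate DMSO average so 100% = DMSO; lower means less RPL19A-GFP as with rapamycin TOR inhibition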
LAP4-GFP MLPCN: yeast TOR pathway LAP4-GFP modulation; S. cerevisiae LAP4-GFP multiplex, flow cytometry GFP, 3 h; median GFP as percent of DMSO wells; GFP response vs DMSO, % at 10 µM; 320,000 compounds, 0.34% hits; AID 2023;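 active means GFP response vs DMSO above a set limit, about the screen mean plus 3 SD, cut at about 150% in these data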
Numbers without * were called inactive; i = inactive; nt = no result given.

Every second line gives: LAP4-GFP MLPCN, AHR activator, RPL19A-GFP yeast, JMJD2C inh, CR mimetic SO, proCasp7 act, MEP2-GFP yeast, proCasp3 act
1) CC(Sc1ccc(S(=O)(=O)N2CCOCC2)cn1)C(=O)Nc1ccc(Cl)cc1Cl (stereo unspecified)
→ 99.8, -1.8, 98.6, -8.3, 98.9, 1.2, 103.4, 6.1
2) N/C(=N\OC(=O)/C=C/c1ccccc1)c1ccccc1
→ 107.2, 3.9, 102.8, -0.1, 86.8, 2.2, 103.3, 4.8
3) COc1ccc(CNc2ccc(-c3ccc(OC)cc3)nn2)cc1
→ 113.3, 6.4, 94.1, 17.8, 119.4, 10.4, 102.3, -1.4
4) COc1ccc(C(=O)NC(C)(C)C)cc1S(=O)(=O)N1CCCC1
→ 93.8, -2.6, 94.8, -6.8, 80.7, 3.9, 96.3, 4.5
5) CCN(CC)c1ccc(/C=N/NC(=O)c2c[nH]c3ccccc23)cc1
→ 89.3, 50.5*, 98.3, 6.1, 107.2, -9.4, 91.6, 3.6
6) CCOC(=O)c1c(CSc2ccccc2)n(C)c2ccc(O)c(CN3CCOCC3)c12
→ 107.4, 11.9, 101.7, 3.7, 109.7, -2.2, 104.7, -1.3
7) O=C(CSc1ccc(Br)cc1)Nc1ccccc1Oc1ccccc1
→ 106.8, -3.1, 109.8, -4.4, 98.9, 10.1, 119.5, 3.4
8) CCCCC(CCCCl)C(=O)Nc1ccccc1 (stereo unspecified)
→ 87.0, -2.3, 105.7, 4.3, 99.3, 4.3, 107.0, 5.3
9) O=C1CC(c2ccsc2)c2cc3c(cc2N1)OCCO3 (stereo unspecified)
→ 96.1, 1.2, 97.4, 9.8, 97.0, 2.3, 98.8, 8.3
10) O=C1CN(S(=O)(=O)c2cccc(C(=O)O)c2)c2ccccc2N1
→ 87.5, 14.0, 96.1, -1.6, 110.2, 10.6, 103.0, 6.4
11) CC(=O)Nc1ccccc1C(=O)C(=O)Nc1cccc(C(=O)NCc2ccccc2)c1
→ 95.8, 1.6, 103.4, 2.4, 92.7, 3.5, 92.4, -4.2
12) O=c1cc(N2CCCCC2)c(-c2ccccc2)nn1Cc1cccc(F)c1
→ 88.8, 2.3, 102.3, -8.5, 97.1, 3.8, 105.8, -4.9
13) Oc1ccc(Cl)cc1CNc1cnc2ccccc2c1
→ 90.0, 2.6, 102.2, 10.4, 94.3, -2.9, 102.2, -9.8
14) O=C(COC(=O)c1ccccc1F)NC1CCCC1
→ 92.7, 14.3, 99.2, 7.4, 111.9, 2.8, 96.2, 4.5
15) O=C(c1ccc(Cl)c([N+](=O)[O-])c1)N(c1ccccn1)c1ccccn1
→ 99.7, 3.9, 104.5, 14.1, 78.9, 2.0, 105.8, -4.8
16) COc1ccccc1NC(=O)CSc1ncc(CO)n1Cc1ccc(F)cc1
→ 113.7, 4.8, 102.6, 4.8, 96.9, 6.7, 103.4, 5.8
17) COC(=O)CCCC1=CC2=CC(=O)C(C)(OC(=O)c3cccs3)C(=O)C2=CO1 (stereo unspecified)
→ nt, 2.9, nt, 1.2, nt, -14.9, nt, 0.7
18) CC(C)Cc1csc(NC(=O)c2ccc(Br)cc2)c1C(=O)O
→ 106.3, 2.1, 104.7, -5.4, 103.2, 4.4, 101.2, -3.5
19) NC(=O)c1c(NC(=O)CN2CCN(S(=O)(=O)c3ccccc3)CC2)sc2c1CCC2
→ 102.4, -6.0, 91.7, 10.9, 119.2, -1.3, 99.5, -8.5
20) C/C(=N\NC(=O)c1ccc(C)cc1C)c1ccc(-n2ccnc2)cc1
→ 99.3, 21.8, 106.2, -5.1, 96.7, -2.1, 108.6, -4.1

Values in list order from above.
Nos. 3 to 13 in JMJD2C inh, in turn: 17.8, -6.8, 6.1, 3.7, -4.4, 4.3, 9.8, -1.6, 2.4, -8.5, 10.4

Other compounds follow:
Every second line gives: LAP4-GFP MLPCN, AHR activator, RPL19A-GFP yeast, JMJD2C inh, CR mimetic SO, proCasp7 act, MEP2-GFP yeast, proCasp3 act
21) Cc1cccc(Cn2c(SCCN3CCOCC3)nc3c2c(=O)n(C)c(=O)n3C)c1
→ 101.0, -0.5, 91.2, -4.4, 90.6, 4.2, 93.3, -1.6
22) S=C(NC1CCCCC1)NC1CC2CCC(C1)N2Cc1ccccc1 (stereo unspecified)
→ 97.7, 1.1, 101.3, 8.3, 98.3, 7.1, 100.1, 4.9
23) Cc1nnc(Sc2cc(C(=O)NCCCN(C)Cc3ccccc3)c3ccccc3n2)s1
→ 93.0, 1.9, 98.6, 7.3, 109.2, 8.1, 109.0, 6.7
24) c1ccc(SCCOCCN2CCOCC2)cc1
→ 100.2, 4.0, 104.3, 2.9, 89.5, -5.7, 105.1, -8.7
25) Cn1cccc1/C=N/N1CCN(Cc2ccccc2)CC1
→ 122.6, 1.3, 98.8, 3.6, 102.7, -23.5, 99.0, -13.4
26) CCSc1nc2ccccc2c(=O)n1-c1c(C)n(C)n(-c2ccccc2)c1=O
→ 102.7, -0.2, 95.2, -2.6, 98.5, 1.9, 97.4, -1.9
27) CC(C)(C)c1nc(NCCN2CCOCC2)c2nnn(Cc3ccccc3Cl)c2n1
→ 111.1, 2.2, 107.9, 4.1, 112.2, 7.0, 106.1, 8.4
28) CCOC(=O)c1ccc(CNC(=O)C2CCCCC2C(=O)OCC(F)(F)F)o1 (stereo unspecified)
→ 81.1, 1.0, 86.4, -28.5, 102.3, 1.1, 90.1, -7.8
29) CCOc1ccc(N2C(=O)C3C(c4ccccc4F)NN(C(=O)c4ccc(C)cc4)C3C2=O)cc1 (stereo unspecified)
→ 105.0, 0.7, 104.3, 5.0, 105.5, -1.2, 106.3, -7.8
30) O=C1C(=O)N(CCCn2ccnc2)C(c2cccnc2)/C1=C(/O)c1ccc(F)cc1 (stereo unspecified)
→ 90.0, -0.5, 101.2, -1.3, 98.4, 14.3, 100.7, -2.3
31) COc1ccc(N2CCN(C(=O)NC34CC5CC(CC(C5)C3)C4)CC2)cc1
→ 100.2, -0.7, 99.4, 9.3, 103.1, 1.7, 103.8, 3.0
32) COC(=O)Nc1c(-c2ccccc2)nc2ccc(Cl)cn12
→ 95.1, 3.4, 101.2, 0.8, 98.6, -6.3, 107.7, 3.1
33) Cc1cc(/C(N)=N/OC(=O)c2cccc(Cl)c2)no1
→ 125.6, 38.0, 99.6, -2.6, 109.0, 3.8, 107.1, 7.8
34) Cc1ccc(S(=O)(=O)N2CCCN(C(=O)c3cc4ccccc4[nH]3)CC2)cc1
→ 101.9, 62.4*, 106.2, 21.3, 92.3, -3.4, 103.3, 0.2
35) COc1ccc(S(=O)(=O)n2nc(OC(=O)c3ccccc3)cc2N)cc1
→ 100.2, 1.1, 99.5, -0.9, 91.1, -22.3, 100.8, -24.8
36) CCS(=O)(=O)c1ccc2oc(SCC(=O)NCc3ccccc3)nc2c1
→ 99.0, 10.6, 104.7, -23.8, 110.0, 2.2, 97.8, -7.6
37) CSCCC(N=C(NS(=O)(=O)c1ccc(Br)cc1)c1ccccc1)C(=O)O (stereo unspecified)
→ 96.7, 1.2, 100.4, 9.5, 109.5, 11.6, 98.4, -8.4
38) O=C(c1ccccc1)C(C(=O)N1CCc2ccccc2C1)n1ccccc1=O (stereo unspecified)
→ 88.6, 0.6, 95.0, 16.3, 90.6, 3.8, 94.4, -2.1
39) CCOC(=O)c1oc2ccccc2c1COC(=O)CNC(=O)c1ccco1
→ 103.2, -1.3, 95.7, -4.1, 105.1, -1.2, 97.2, 0.3
40) COc1ccc(Cl)cc1-n1c(=S)sc2c(=O)n(-c3ccc(F)cc3)c(SCC(=O)O)nc21
→ 104.9, 3.1, 105.7, 1.2, 95.4, -15.4, 115.8, -9.8

Compounds listed so far that contain an NH in an aromatic ring:
Every second line gives: LAP4-GFP MLPCN, AHR activator, RPL19A-GFP yeast, JMJD2C inh, CR mimetic SO, proCasp7 act, MEP2-GFP yeast, proCasp3 act
5) CCN(CC)c1ccc(/C=N/NC(=O)c2c[nH]c3ccccc23)cc1
→ 89.3, 50.5*, 98.3, 6.1, 107.2, -9.4, 91.6, 3.6
34) Cc1ccc(S(=O)(=O)N2CCCN(C(=O)c3cc4ccccc4[nH]3)CC2)cc1
→ 101.9, 62.4*, 106.2, 21.3, 92.3, -3.4, 103.3, 0.2

The listing continues.
Every second line gives: LAP4-GFP MLPCN, AHR activator, RPL19A-GFP yeast, JMJD2C inh, CR mimetic SO, proCasp7 act, MEP2-GFP yeast, proCasp3 act
41) CNC(=O)C12CC3CC(CC(Cl)(C3)C1)C2
→ 94.6, -3.3, 95.7, -3.5, i, -3.6, 99.3, -0.1
42) Cc1c(Cl)cccc1-n1c(SCC(=O)N(C)Cc2ccccc2)nnc1-c1ccncc1
→ 94.5, 2.4, 94.4, 16.3, 105.5, -5.3, 99.6, 9.1
43) O=C1C(Cl)=C(N2CCCCCC2)C(=O)N1c1ccccc1
→ 104.0, -13.6, 108.2, 3.1, 95.6, -13.1, 106.0, -13.1
44) Cc1cccc(N(CC(=O)NC2CCCC2)C(=O)c2cc3cc4cccc(C)c4nc3s2)c1C
→ 98.7, 1.4, 98.2, 15.9, 102.9, 3.9, 99.0, -4.0
45) COCCCNC(=O)c1oc2ccc(S(=O)(=O)N3CCOCC3)cc2c1C
→ 104.1, 1.3, 101.9, 1.1, 112.0, -7.3, 108.1, 1.3
46) Cc1nn(CC#N)c(=O)n1-c1ccccc1
→ nt, -1.8, 96.4, 19.6, 77.5, 0.4, 100.8, -3.1
47) CCOc1ccc(C(=O)Nc2cc(S(=O)(=O)Nc3ccccc3Cl)ccc2N2CCOCC2)cc1
→ 86.0, 3.5, 99.0, -7.5, 93.8, 11.2, 99.3, 6.8
48) CCOc1ccc(S(=O)(=O)Nc2cccc(C(=O)NCC(c3ccco3)N(C)C)c2)cc1 (stereo unspecified)
→ 95.3, 3.5, 88.5, -7.4, 112.2, -5.7, 91.9, -2.2
49) O=C(CNS(=O)(=O)c1ccc(C(=O)N2CCOCC2)cc1)N1CCOCC1
→ 102.2, -0.9, 95.3, -1.0, 96.3, -5.0, 109.8, 7.8
50) CC1CCCCC1N1CN=C(Nc2nc3ccccc3s2)NC1 (stereo unspecified)
→ 117.5, 18.3, 111.8, -94.0, 115.5, 2.2, 109.8, -4.6
51) O=C(Nc1ccccc1C(=O)NCCc1ccc(O)cc1)c1ccco1
→ 101.5, 2.1, 98.7, 4.7, 103.8, 6.5, 110.6, 13.1
52) O=C(c1ccccn1)N1CCCC(N2CCN(Cc3ccc4c(c3)OCO4)CC2)C1 (stereo unspecified)
→ 99.8, -1.1, 96.0, 6.7, 104.3, 5.6, 102.7, 5.3
53) COc1ccc(S(=O)(=O)N2CCC(C(=O)c3ccc4c(c3)OCCO4)CC2)cc1
→ 103.8, 1.6, 92.4, nt, 99.5, -8.2, 88.3, 9.2
54) CCN(C(=O)CSc1nc2ccccc2[nH]1)C1CCS(=O)(=O)C1 (stereo unspecified)
→ 95.1, -1.5, 95.4, nt, 92.5, 9.7, 94.2, 7.6
